# Source: PubChem
# Pf growth 96h: Primary qHTS for delayed death inhibitors of the malarial parasite plastid, 96 hour incubation; P. falciparum luciferase reporter growth, 96 h; Potency, µM (highest dose often 28.7 µM), for inactives: top-dose activity change, negative = inhibition, actives largely listed as inhibitors; hit rate 6.9% among 320,000
#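 P. falciparum expressing integrated firefly luciferase, in erythrocytes at 2% hematocrit, 0.05% parasitemia, incubated with compounds 96 h at 37 C, 5% CO2. Growth inhibition read as loss of luminescence; two-generation exposure targets delayed-death apicoplast inhibitors.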
# HCV inhibitor: qHTS Assay for Inhibitors of Hepatitis C Virus (HCV). AID 651820, 2012. hit rate 3.4% among 340,000. Huh7.5.1 HCVcc-Cre infection, luciferase reporter, 44 h. Potency, µM (highest dose often 41.8 µM), for the others: top-dose activity change, negative = inhibition, most hits filed as inhibitors
#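 After 44 h co-culture of compound, cells and HCVcc-Cre (~0.5 moi), substrate is added for 15 min at room temperature and luciferase measured over 15 sec. Cells were seeded at 1,000/well and pre-cultured 4 h.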
# Pf growth 48h: Primary qHTS for delayed death inhibitors of the malarial parasite plastid, 48 hour incubation; P. falciparum luciferase growth in erythrocytes, 48 h; Potency, µM (series often up to 28.7 µM), for the others: at the highest dose activity change, negative = inhibition, hits mostly inhibitors; hit rate 5.9% among 310,000; AID 504832, 2011
#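 Cell-based growth assay: transgenic P. falciparum expressing firefly luciferase, cultured in red cells within RPMI 1640 containing 0.5% w/v Albumax, 24 mM bicarbonate and gentamycin. A drop in luciferase activity indicates inhibition.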
# LmPK inhibitor: qHTS Assay for Inhibitors of Leishmania Mexicana Pyruvate Kinase (LmPK) | Q27686 | purified LmPK, Kinase-Glo ATP luminescence, 1 h | Potency, µM (titrated, usually from 57.5 µM), for inactives: at the top dose activity change, negative = inhibition, usual class: inhibitors | hit rate 0.37% among 290,000 | AID 1721, 2009
# Target sequence (Q27686 whole entry, looked up): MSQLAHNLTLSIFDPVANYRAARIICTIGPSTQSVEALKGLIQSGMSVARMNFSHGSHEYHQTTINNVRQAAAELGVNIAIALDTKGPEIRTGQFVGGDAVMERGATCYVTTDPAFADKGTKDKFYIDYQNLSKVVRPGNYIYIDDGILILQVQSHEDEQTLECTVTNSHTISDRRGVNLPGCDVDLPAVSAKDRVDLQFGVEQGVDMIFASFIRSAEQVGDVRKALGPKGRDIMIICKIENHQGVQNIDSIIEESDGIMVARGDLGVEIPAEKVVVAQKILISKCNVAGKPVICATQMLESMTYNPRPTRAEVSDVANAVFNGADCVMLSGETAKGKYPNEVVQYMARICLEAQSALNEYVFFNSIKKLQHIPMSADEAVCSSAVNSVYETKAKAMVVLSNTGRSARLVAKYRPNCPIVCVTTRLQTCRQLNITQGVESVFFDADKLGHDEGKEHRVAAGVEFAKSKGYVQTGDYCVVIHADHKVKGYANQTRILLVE
#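 Purified LmPK (0.1 nM) with 0.5 mM PEP and 0.1 mM ADP in imidazole buffer pH 7.2 with MgCl2/KCl, 1 h at room temperature. ATP formed was read by luciferase luminescence and normalized to no-enzyme and uninhibited controls.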
# TbPYK inhibitor: qHTS of Trypanosoma Brucei Inhibitors; pyruvate kinase (Trypanosoma brucei), Q57TT1; TbPYK enzyme, Kinase-Glo Plus ATP luminescence, 45 min; Potency, µM (highest dose often 76.8 µM), for the others: top-dose activity, negative = inhibition, usual class: inhibitors; hit rate 0.12% among 410,000; AID 624173, 2012; further: nearly all actives have a fitted effect of over 50% in size
#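 Glycolytic pyruvate kinase of T. brucei was incubated with substrate, test compound and 130 uM ADP for 45 minutes at room temperature. Luminescent Kinase-Glo Plus signal was measured after 10 minutes.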
# Sm TGR block: qHTS Assay for the Inhibitors of Schistosoma Mansoni Peroxiredoxins; Schistosoma mansoni thioredoxin glutathione reductase (TGR), Q962Y6; purified TGR, DTNB reduction, TNB absorbance 405 nm; Potency, µM (highest dose often 114 µM), for inactives: top-dose activity change, negative = inhibition, usual class: inhibitors; hit rate 3% among 360,000; AID 485364, 2010; further: nearly all actives have a fitted effect of over 60% in size
#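 First, TGR (20 nM dispensed) and NADPH were mixed with compound. Second, a 15 min room-temperature incubation followed. Third, further NADPH and then DTNB were added to start the reaction. Finally, TNB absorbance was monitored kinetically.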
# * marks the source's active call; other numbers are inactive results; ? = inconclusive; nt = not tested or not shown; & = joins results of further samples; [ ] = another dose, or the depositor's remark. The call rests on the fitted dose curve; in most records, active means well fitted curve in the direction sought with a large enough effect; inconclusive means small, poorly fitted or top-dose-only effect, or another doubt; inactive means no such curve, though single readings can be large; an effect the other way counts as inactive or inconclusive. On the % scale 0 is the no-effect control and ±100 the full control effect; potency means the concentration at half of the fitted maximal effect.
# Values in the order – Pf growth 96h	HCV inhibitor	Pf growth 48h	LmPK inhibitor	TbPYK inhibitor	Sm TGR block
CC(C)CC(C(=O)NC(C)(C)C)N(CC1CCCO1)C(=O)c1snc(C(N)=O)c1N (centres undefined)
→ 4%	23%	0%	-1%	2%	7%[57.1 µM]
Cc1ccc(S(=O)(=O)Nc2ccc(Cl)cc2C(=O)c2ccc(F)cc2)cc1
→ ?	6%	-2%	2%	-2%	10%
CCN1CCN(c2nc3c(c(=O)n(C)c(=O)n3C)n2CCSc2ncccn2)CC1
→ 19%	6%	10%	-1%	0%	-2%
CCCc1cc(-n2ccnc2)n2c(nc3ccccc32)c1C#N
→ ?	2%	?	1%	-10%	3%
CCCCCN(C(=O)CCC(=O)OCC(=O)Nc1ccc(C)cc1F)c1c(N)n(CCCC)c(=O)[nH]c1=O
→ 27%	6%	1%	-5%	2%	?
C=CCn1c(COc2ccccc2F)nnc1SCC(=O)N1CC(=O)Nc2ccccc21
→ 8.3µM*	?	?	0%	1%	-11%
Cc1sc2ncnc(OCC(=O)NC(C)C(C)C)c2c1C (centres undefined)
→ 5%	14%	-17%	-6%	-2%	-3%
Cc1ccc(CS(=O)Cc2ccc(C(=O)NCc3ccccc3Br)o2)cc1 (centres undefined)
→ ?	?	-18%	5%	-3%	-35%
CCCCCCN1CC(=O)N2[C@@H](Cc3c([nH]c4ccccc34)C2(C)C)C1=O
→ 0%	-6%	-22%	-8%	-6%	9%
O=C(NC(=S)Nc1ccc2[nH]c(=O)[nH]c2c1)c1cccc(F)c1
→ 4%	9%	41%[activator]	3%	0%	2.8µM*
O=C(NCCCCCCNC(=O)c1ccncc1)c1ccncc1
→ ?	9%	48%[activator]	-1%	2%	-22%
Cc1cccc(CN2CCN(CC(C)C)C(CCO)C2)n1 (centres undefined)
→ -17%	11%	-5%	3%	-1%	-23%
COc1ccc(/C(O)=C2\C(=O)C(=O)N(CCN(C)C)C2c2cccc(OC)c2OC)cc1Cl (centres undefined)
→ nt	6%	-7%	2%	-5%	-31%
O=S(=O)(c1ccccc1)N1CCCc2ccccc21
→ 39%[activator]	nt	2%	5%	nt	-10%
Cc1cc(C(=O)NC2CCCCC2)on1
→ 16%	8%	2%	-4%	1%	-2%
O=C1C2CCCN2C(c2cccs2)N1c1ccc(F)cc1 (centres undefined)
→ 40%[activator]	20%	-14%	-6%	-13%	-6%
CCN(CC)CCOC(=O)c1ccc(N=Cc2c(O)[nH]c(=O)[nH]c2=O)cc1
→ -12%	20%	57%[activator]	-5%	-4%	-35%
Cc1ccc(NC(=O)C2CCCN(S(=O)(=O)c3c(C)noc3C)C2)c(Br)c1 (centres undefined)
→ 5.9µM*	?	-4%	-14%	-10%	-2%
Cn1c2ccc(F)cc2c2ncn(Cc3ccco3)c(=O)c21
→ 35%[activator]	?	nt	8%	-3%	?
Cc1cccc(Nc2nnc(SC(C)C(=O)NC3CC3)s2)c1 (centres undefined)
→ 10µM*	3%	13µM*	nt	0%	-1%
CSc1ccc(/C=C/C(=O)OCC(=O)NC2CC2)cc1
→ ?	0%	-9%	nt	1%	9%
CCc1ccccc1NC(=O)C1CCN(c2cnccn2)CC1
→ 2%	6%	3%	-2%	0%&2%	1%&1%
CC(CNC(=O)CCS(=O)(=O)c1cc2c(cc1Cl)NC(=O)CO2)c1ccccc1 (centres undefined)
→ ?	-8%	-9%	2%	0%&0%	5%&4%
N=C(N)SCc1ccccn1
→ 0%	?	?	2%	-17%	1%
CCN(CC)CCNC(=O)c1ccc(NC(=O)CC(NC(=O)c2ccccc2Cl)c2ccccc2)cc1 (centres undefined)
→ -34%	-1%	-24%	-4%	-9%	-14%
C=CCn1c(SCc2ccc(F)cc2)nc2c1c(=O)[nH]c(=O)n2C
→ 46%[activator]	3%	nt	5%	-5%	-23%
O=C(Nc1ccc(N2CCCCC2)cc1)c1cccnc1
→ ?	?	113%[activator]	-8%	-9%	-20%
COc1cc(/C=C(\C#N)c2nc3ccc(C)cc3[nH]2)cc([N+](=O)[O-])c1O
→ ?	9%	?	-4%	-11%	nt
CN1CCN(CC(=O)c2cc(C(C)(C)C)c(O)c(C(C)(C)C)c2)CC1
→ 11%	?	?	1%	-2%	-29%
COc1ccc(CCNS(=O)(=O)c2csc(C(N)=O)c2)cc1OC
→ -20%	1%	7%	-3%	-2%	-2%
C(=N\N1CCN(Cc2ccccc2)CC1)/c1ccc(-c2ccccc2)cc1
→ 19%	7%	-5%	0%	0%	-11%
Cc1cc(-c2sccc2C)nc(-n2cccc2)n1
→ 0%	?	-6%	3%	-3%	-18%
Cc1cc(C)c(C#N)c(SCSCc2ccccc2)n1
→ ?	?	nt	-2%	8%	-18%
O=C(Cn1c(CCCO)nc2ccccc21)Nc1ccccc1-c1ccccc1
→ 3%	4%	4%	8%	-1%	-8%
COc1ccc(S(=O)(=O)Nc2cc(C(=O)NCCCN3CCOCC3)ccc2N2CCOCC2)cc1
→ ?	1%	-1%	-2%	2%	-13%
Cc1ccc(S(=O)(=O)/N=C2\CN(C)C(=O)N2C)cc1
→ 4.7µM*	15%	5%	2%	17%	-3%
CCOc1cc(NC(=S)NCCCN2CCOCC2)c(OCC)cc1NC(=O)c1cccc(F)c1
→ 0%	5%	-15%	-1%	-6%	nt
O=C(NCc1cccnc1)c1ccc(COc2ccc(Cl)cc2)cc1
→ 313%[activator]	?	35%[activator]	-2%	2%	11%
Cc1cc(=O)oc2cc(O[C@@H]3O[C@H](CO)[C@H](O)[C@H](O)[C@H]3O)ccc12
→ 4%	21%	6%	3%	6%	7%
CCOc1ccc(NC(=O)CN(C)C(=O)c2cc(S(=O)(=O)N3CCCCC3)ccc2C)cc1OCC
→ 3%	4%	-13%	nt	2%	-3%

# 4 of the compounds above, bar-delimited.
SMILES | Pf growth 96h | HCV inhibitor | Pf growth 48h | LmPK inhibitor | TbPYK inhibitor | Sm TGR block
Cc1cccc(Nc2nnc(SC(C)C(=O)NC3CC3)s2)c1 (centres undefined) | 10µM* | 3% | 13µM* | nt | 0% | -1%
COc1ccc(/C(O)=C2\C(=O)C(=O)N(CCN(C)C)C2c2cccc(OC)c2OC)cc1Cl (centres undefined) | nt | 6% | -7% | 2% | -5% | -31%
Cc1cc(=O)oc2cc(O[C@@H]3O[C@H](CO)[C@H](O)[C@H](O)[C@H]3O)ccc12 | 4% | 21% | 6% | 3% | 6% | 7%
CCCc1cc(-n2ccnc2)n2c(nc3ccccc32)c1C#N | ? | 2% | ? | 1% | -10% | 3%

# Other results
# Values in the order – Pf growth 96h	HCV inhibitor	Pf growth 48h	LmPK inhibitor	TbPYK inhibitor	Sm TGR block
CC1=C(C(=O)O)N2C(=O)C(NC(=O)Cc3ccccc3)C2SC1 (centres undefined)
→ 21%	38%[activator]	2%	5%	6%	-22%
Cc1ccc2c(c1)N(C(=O)CCC(=O)Nc1ccccc1Br)CC(C)O2 (centres undefined)
→ ?	-20%	-23%	1%	-2%	22%
CNC(=O)CCCc1nc(-c2ccccc2Cl)no1
→ 25%	4%	nt	-6%	1%	3%
CCCCn1c(N)c(N(CC(C)C)C(=O)c2ccc(-c3ccc(C(C)=O)cc3)o2)c(=O)[nH]c1=O
→ -18%	-3%	-5%	nt	-8%	-14%
O=C(CN(CC1CCCO1)C(=O)c1nsc(Cl)c1Cl)NC1CCCC1 (centres undefined)
→ ?	24%	7%	-5%	3%	-1%
CCC(=O)N1CCN=C1SCc1cccc(F)c1
→ ?	16%	-7%	-8%	-4%	-15%
COc1ccc(CCNC(=O)C2CCCN(S(C)(=O)=O)C2)cc1OC (centres undefined)
→ ?	13%	12%	-10%	2%	7%
CCn1cc(Cl)c(C(=O)NNC(=O)CCn2nc(C)c([N+](=O)[O-])c2C)n1
→ 27%	18%	18%	-6%	-2%	-1%
Cc1ccc(-c2nc3c(c(=O)[nH]c(=O)n3Cc3ccccc3)n2C)s1
→ 0%	nt	-6%	5%	nt	-11%
COc1ccc(Cn2c(CCC(=O)Nc3ccc(CC#N)cc3)nc3cccnc32)cc1
→ 3.7µM*	1%	?	7%	-8%	9%
O=C1NCCN1CCNS(=O)(=O)c1cc(C(F)(F)F)cc(C(F)(F)F)c1
→ 7%	-1%	62%[activator]	0%	-8%	-12%
O=C(NCCc1ccccc1)c1nnc(CS(=O)(=O)c2ccccc2)o1
→ ?	-9%	?	-1%	3%	-12%
Fc1ccc(Nc2nc(Oc3ccccc3F)nc(N3CCCC3)n2)cc1
→ nt	?	1.5µM*	2%	3%	-7%
COCc1ccc2oc(C(=O)O)cc2c1
→ nt	16%	19%	-8%	-21%	0%
Cn1c(NC(=O)CC(C)(C)C)cc(=O)n(C)c1=O
→ ?	9%	24%	-5%	2%	-12%
CC1CC(=O)NN=C1c1cccs1 (centres undefined)
→ 81%	11%	43%[activator]	-8%	0%	1%
CCN(CC(=O)NCc1cccs1)C(=O)/C=C/c1ccc(C)cc1
→ -24%	-11%	?	nt	9%	2%
N#C/C(=C\c1ccc(C#N)cc1)C(=O)c1ccccc1
→ 12%	-8%	?	2%	-27%	-25%
Cc1cccc(OCC(=O)O/N=C(\N)c2ccc(Br)cc2)c1
→ 12%	-19%	0%	3%	1%	3%
CC(C)(C)c1cc(=O)n2[nH]c(N)nc2n1
→ 34%[activator]	8%	2%	-1%	-3%	nt
COc1ccc(N(C(=O)CNC(=O)c2ccco2)C(C(=O)NC2CCCC2)c2cccnc2)cc1 (centres undefined)
→ 0%	22%	7%	5%	-8%	1%
Cc1cccn2c(=O)c3c(nc12)N1CCC(Cc2ccccc2)CC1C1(C3)C(=O)N(C)C(=O)N(C)C1=O (centres undefined)
→ ?	-4%&-6%	?	-9%	0%	-1%
COC(=O)CCCC1=CC2=CC(=O)C(C)(OC(=O)c3cccs3)C(=O)C2=CN1Cc1ccccc1 (centres undefined)
→ ?	-11%[8.37 µM]	13µM*	-2%[11.5 µM]	1%	-3%
CCOCC(=O)Nc1nc(C)cc(C)n1
→ -27%	3%	4%	-1%	2%	-5%
OC(c1ccc(Cl)cc1)c1nnc(-c2ccccc2)o1 (centres undefined)
→ -5%	?	1%	0%	-7%	9%
CC1CCCN(S(=O)(=O)c2ccc(NC(=O)CCN3C(=O)c4ccccc4C3=O)cc2)C1 (centres undefined)
→ 0%	6%	6%	3%	4%	4%
O=C(Nc1cccc(OC(=O)c2ccco2)c1)c1ccco1
→ nt	5%	20%	-1%	4%	3%
Cc1ccc2nc(NCCCN3CCOCC3)c(C=NCCCN3CCOCC3)c(=O)n2c1
→ -3%	10%	5%	-4%	4%	-18%
COc1ccc(-c2nnc(N(C)C(=O)c3cccnc3)s2)cc1
→ nt	3%	47%[activator]	-1%	-4%	-27%
CCOC(=O)N1CCN(C(=O)c2ccc3c(=O)n(Cc4ccc(OC)cc4)c(=S)[nH]c3c2)CC1
→ nt	-11%&-12%	-7%	1%	-10%	-13%
COc1ccc(CN(C)C(=O)c2ccccc2Sc2ccccc2C#N)c(OC)c1
→ ?	?	-2%	-4%	-4%	11%
Cc1ccc(S(=O)(=O)N(C)CC(=O)O/N=C(\N)c2ccccn2)cc1
→ ?	2%	5%	-1%	-9%	5%
